aSyn rescue = rescues yeast growth from alpha-synuclein toxicity; Potency, µM (doses to about 46.1 µM), for inactives: at the top dose growth rescue (activation), hits mostly activators; AID 652106; 370,000 tested, 0.14% active; Yeast expressing alpha-synuclein, growth rescue, BacTiter-Glo, 24 h; also: potency is read from the fitted curve at half-maximal effect; % of control where 0% means no effect; nearly all actives have a fitted effect of over 65% in size
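Rescue of yeast growth: cells expressing toxic alpha-synuclein, induced in galactose at OD600 0.02, incubated with compound 24 h at 30 C. ATP luminescence quantified growth; inhibitors of toxicity appear as activators.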
IL2 activator = activates IL-2 in a cell-based reporter assay; IL-2 activation reporter assay, cell-based qHTS; stimulated with anti-CD3/CD4/CD28 beads; in transgenic mouse T cells; activation, % (series mostly up to about 46 µM); 360,000 tested, 0.065% active; in the data active = activation above about 50%; inconclusive = mostly about 30% to 49%; also: 0% is about no effect
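First, unstimulated transgenic mouse T cells were exposed to compound for 60 min. Next, anti-CD3/anti-CD4-coated beads with anti-CD28 were added. Finally, after 18 h at 37 degrees C, EGFP and DsRed were imaged.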
FUS suppressor = FUS proteinopathy suppression in yeast; S. cerevisiae FUS-expressing, growth rescue, OD600, 24 h; Potency, µM (doses to about 76.6 µM), inactives show top-dose growth rescue (activation), most hits filed as activators; 390,000 tested, 0.24% active;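 also: potency is read from the fitted curve at half-maximal effect; plate controls were DMSO vehicle for no effect and reference control for full effect; nearly all actives have a fitted effect of over 55% in size; some results filed as inactive show a strong effect at the top dose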
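Restored growth of FUS-toxic S. cerevisiae, read as 600 nm absorbance after 24 h at 30C in galactose medium (starting OD 0.005). Controls CP55940 and DMSO.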
Abeta yeast res = restores growth of yeast expressing A-beta42 peptide | yeast expressing A-beta42, growth rescue, OD600, 48 h; response scale: 0% DMSO, 100% iron-clioquinol control | Potency, µM (series often up to 46.1 µM), without a hit: top-dose growth rescue, usual class: activators | 410,000 tested, 0.063% active; also: potency is read from the fitted curve at half-maximal effect; nearly all actives have a fitted effect of over 55% in size
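Yeast growth medium received pinned compounds, then yeast cells expressing toxic A-beta were added; plates incubated at 30 C for 48 hr. Growth read as absorbance at 600 nm, normalized to DMSO and equimolar FeCl3 plus clioquinol controls.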
PLK1 PBD block = blocks phosphopeptide binding to human PLK1 polo-box domain; 360,000 tested, 2.8% active; P53350; Plk1 PBD binding of FITC phosphopeptide, fluorescence polarization; Potency, µM, inactives show max response, negative = inhibition, actives largely listed as inhibitors; AID 720504; also: potency is read from the fitted curve at half-maximal effect; series mostly up to about 57 µM; % is scaled to controls: 0 for no effect and ±100 for the full control effect; nearly all actives have a fitted effect of over 65% in size
PI5P4Ka inh = inhibitors of human PI5P4K alpha | P48426 | PI5P4Kalpha enzyme, ADP-Glo luminescence, 60 min; hits give low values | max response, % | 330,000 tested, 1.2% active; active = max response of -50% or lower; inconclusive = between -30% and -50%; inactive = -30% or higher; also: value at the top dose of about 77 µM; % is scaled to controls: 0 for no effect and ±100 for the full control effect
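Compounds were pin-transferred onto PI5P4Kalpha and substrate in HEPES pH 7.4 buffer with EGTA, CHAPS and 5% DMSO. ATP (5 microM final) started the reaction, which ran 60 minutes at room temperature before ADP-Glo detection.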
EPAC1 ag = activates human EPAC1 exchange factor. EPAC1 agonist qHTS, biochemical assay; response scale: 100% = response to 6.5 mM cAMP. Potency, µM (series often up to 154 µM), without a hit: top-dose activation, most hits filed as activators. 360,000 tested, 0.073% active. AID 720707; also: potency is read from the fitted curve at half-maximal effect; nearly all actives have a fitted effect of over 60% in size
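EPAC1 100 nM, Rap1B–BODIPY-GDP 250 nM, unlabeled GDP 50 uM; compound titration; 5 min RT; kinetic read ex480/em540 at 5-min intervals ×30 min; data normalized to 6.5 mM cAMP agonist control.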
WRN inhibitor = WRN helicase (human) inhibition. WRN helicase unwinding, fluorescent forked duplex, kinetic. Potency, µM (highest dose often 114 µM), without a hit: at the highest dose activity change, negative = inhibition, usual class: inhibitors. 360,000 tested, 0.46% active. AID 651768; also: potency is read from the fitted curve at half-maximal effect; % is scaled to controls: 0 for no effect and ±100 for the full control effect; nearly all actives have a fitted effect of over 55% in size
Target sequence (Q14191 whole entry, looked up): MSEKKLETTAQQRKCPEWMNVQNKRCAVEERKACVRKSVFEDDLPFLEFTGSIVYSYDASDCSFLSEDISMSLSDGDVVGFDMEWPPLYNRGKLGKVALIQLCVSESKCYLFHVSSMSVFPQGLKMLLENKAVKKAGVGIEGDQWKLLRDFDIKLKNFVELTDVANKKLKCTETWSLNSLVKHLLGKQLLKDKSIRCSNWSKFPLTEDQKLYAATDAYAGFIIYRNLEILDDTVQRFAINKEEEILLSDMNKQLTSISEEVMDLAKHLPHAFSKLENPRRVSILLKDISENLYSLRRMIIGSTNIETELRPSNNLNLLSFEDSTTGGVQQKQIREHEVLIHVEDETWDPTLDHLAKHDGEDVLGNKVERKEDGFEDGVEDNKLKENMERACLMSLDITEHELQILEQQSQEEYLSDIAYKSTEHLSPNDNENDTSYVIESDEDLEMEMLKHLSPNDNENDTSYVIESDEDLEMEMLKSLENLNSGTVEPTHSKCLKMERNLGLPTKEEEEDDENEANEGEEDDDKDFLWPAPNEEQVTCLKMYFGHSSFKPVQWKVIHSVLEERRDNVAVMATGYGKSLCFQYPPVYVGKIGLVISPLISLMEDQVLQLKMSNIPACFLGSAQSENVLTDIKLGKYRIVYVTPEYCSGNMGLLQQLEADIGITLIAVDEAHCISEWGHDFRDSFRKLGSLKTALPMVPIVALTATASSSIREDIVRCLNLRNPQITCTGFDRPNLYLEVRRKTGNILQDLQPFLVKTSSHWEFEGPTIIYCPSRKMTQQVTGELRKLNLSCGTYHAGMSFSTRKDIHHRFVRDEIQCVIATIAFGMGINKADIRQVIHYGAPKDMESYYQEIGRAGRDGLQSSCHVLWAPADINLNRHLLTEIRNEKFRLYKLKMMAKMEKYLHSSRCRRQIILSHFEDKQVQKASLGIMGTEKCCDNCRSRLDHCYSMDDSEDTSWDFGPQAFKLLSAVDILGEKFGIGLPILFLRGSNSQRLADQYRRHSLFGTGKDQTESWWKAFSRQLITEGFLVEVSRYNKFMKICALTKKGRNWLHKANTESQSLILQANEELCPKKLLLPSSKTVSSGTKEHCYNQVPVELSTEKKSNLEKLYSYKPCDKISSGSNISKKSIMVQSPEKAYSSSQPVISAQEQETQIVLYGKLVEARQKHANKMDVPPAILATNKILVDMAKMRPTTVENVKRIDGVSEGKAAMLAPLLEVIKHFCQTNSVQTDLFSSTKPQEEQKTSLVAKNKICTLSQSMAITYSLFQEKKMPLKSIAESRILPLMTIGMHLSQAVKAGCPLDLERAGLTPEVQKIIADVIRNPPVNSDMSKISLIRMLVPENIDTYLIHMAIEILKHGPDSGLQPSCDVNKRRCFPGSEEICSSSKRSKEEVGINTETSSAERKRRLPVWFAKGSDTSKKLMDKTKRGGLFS
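WRN at 20 nM final preincubated with compound 15 min at room temperature; reaction started with 100 nM fluorophore/quencher forked duplex oligonucleotide and 2 mM ATP final. Unwinding followed kinetically by red fluorescence (ex 525, em 598 nm).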
EPAC1 antagonist = blocks human EPAC1 exchange factor. O95398. EPAC1 GEF assay, Rap1b-BODIPY-GDP exchange fluorescence. Potency, µM (series often up to 115 µM), without a hit: at the highest dose activity change, negative = inhibition, actives largely listed as inhibitors. 360,000 tested, 0.14% active. AID 720709;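 also: potency is read from the fitted curve at half-maximal effect; plate controls were vehicle for no effect and positive control for full effect; nearly all actives have a fitted effect of over 50% in size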
Numbers without * were called inactive; ? = inconclusive; . = no result given; & = joins results of further samples; [ ] = remark or other dose. Unless noted, calls follow the shape of the dose curve; as a rule, active = well fitted curve in the direction sought with a large enough effect; inconclusive = small, poorly fitted or top-dose-only effect, or another doubt; inactive = no such curve, though single readings can be large; an effect the other way counts as inactive or inconclusive.

Sample of the layout, 2 compounds:
(1) CS(=O)(=O)c1ccccc1C(=O)N1CCN(Cc2ccccc2)CC1
(2) CC1Cc2ccccc2N1C(=O)COC(=O)Cn1cnc2ccccc2c1=O (stereo not given)

compound no.	1	2
aSyn rescue	2%	-2%
IL2 activator	0.5	-1.8
FUS suppressor	24%	?
Abeta yeast res	-17%	6%
PLK1 PBD block	-11%	-7%
PI5P4Ka inh	1	-2
EPAC1 ag	-4%	3%
WRN inhibitor	9%	16%
EPAC1 antagonist	-9%	7%

Results, previewed entries included:
(1) CS(=O)(=O)c1ccccc1C(=O)N1CCN(Cc2ccccc2)CC1
(2) CC1Cc2ccccc2N1C(=O)COC(=O)Cn1cnc2ccccc2c1=O (stereo not given)
(3) CCOc1ccc(NC(=O)c2cccs2)c([N+](=O)[O-])c1
(4) Cc1cc(/C=N/n2cnnc2)c(C)n1-c1ccc(OCc2ccc(Cl)cc2)cc1
(5) Cc1ccc(Nc2cc(C)nc3ccc(C)cc23)cc1
(6) CC(C)OCCCNC(=O)C(=O)NCCCOC(C)C

compound no.	1	2	3	4	5	6
aSyn rescue	2%	-2%	-4%	-10%	4%	-2%
IL2 activator	0.5	-1.8	-0.1	-5.4	-1.8	-2.5
FUS suppressor	24%	?	2%	.	1%	4%
Abeta yeast res	-17%	6%	8%	-64%[inhibitor]	-5%	16%
PLK1 PBD block	-11%	-7%	6%	2%	-2%	-15%
PI5P4Ka inh	1	-2	-3	0	0	9
EPAC1 ag	-4%	3%	1%	9%	5%	1%
WRN inhibitor	9%	16%	-10%	-3%	0%	-6%
EPAC1 antagonist	-9%	7%	-6%	-4%	-16%	-4%

(7) CCOC(=O)c1ccc(N2C(=O)C(O)=C(C(C)=O)C2c2ccc(O)c(OC)c2)cc1 (stereo not given)
(8) CCOc1ccc(CCNC(=O)CCC(=O)N2CCSc3ccccc32)cc1OCC
(9) Cc1c(-c2cccs2)[n+](=O)c2c(n1[O-])CCC2
(10) CCCCc1nnc(NC(=O)CCS(=O)(=O)Cc2ccccc2)s1
(11) Cc1ccn(C(=O)c2ccc(NC(=O)C3CCCCC3)cc2)n1
(12) Cc1cccc2c1NC(=O)C2=O

compound no.	7	8	9	10	11	12
aSyn rescue	3%	1%	0%	-1%	-10%	-18%
IL2 activator	0.3	-4.5	2.8	-3.0	-0.1	-4.3
FUS suppressor	17%	16%	-3%	.	-5%	.
Abeta yeast res	5%	0%	18%	3%	-31%[inhibitor]	0%
PLK1 PBD block	-2%	4%	-8%	-16%	-3%	?
PI5P4Ka inh	10	5	5	-1	4	-17
EPAC1 ag	4%	-23%	0%	4%	4%	5%
WRN inhibitor	-12%	11%	11%	-31%	-9%	28µM*
EPAC1 antagonist	0%	0%	0%	6%	-11%	?

(13) CCCNC(=O)C1(C)CCN(Cc2ccc(Cl)c(Cl)c2)C1 (stereo not given)
(14) N=c1c2c(ncn1Cc1ccco1)Oc1c(ccc3ccccc13)C2c1ccccc1 (stereo not given)
(15) O=C(O)c1cc(NC(=O)c2ccc3c(c2)C(=O)N(Cc2cccnc2)C3=O)cc(C(=O)O)c1
(16) N/N=c1\sc2ccccc2n1-c1ccccc1
(17) CCOC(=O)Cc1csc(SCC(=O)c2c(N)n(CC(C)C)c(=O)n(C)c2=O)n1
(18) COc1ccc(-c2nc(C#N)c(NCCc3ccccc3)o2)cc1OC

compound no.	13	14	15	16	17	18
aSyn rescue	2%	-17%	0%	3%	0%	2%
IL2 activator	-0.4	1.9	-0.8	-0.3	-1.4	-0.6
FUS suppressor	-19%	11%	6%	10%	?	18%
Abeta yeast res	1%	11%	10%	8%	-3%	-24%
PLK1 PBD block	-2%	-2%	-11%	0%	-12%	-6%
PI5P4Ka inh	7	-1	-13	13	.	8
EPAC1 ag	-4%	20%	5%	4%	2%	9%
WRN inhibitor	-4%	-11%	?	-14%	-1%	-26%
EPAC1 antagonist	8%	4%	17%	-6%	-1%	24%

(19) Cc1ccc(CN2C(=O)C(C)Oc3ccc(C)cc32)cc1 (stereo not given)
(20) CC(=O)Nc1nc(-c2ccc(Cl)cc2)ns1
(21) CCN1CCCC1CNC(=O)c1ccc2c(c1)NC(=O)/C(=C\c1ccccc1F)S2 (stereo not given)
(22) CC(=O)n1cc(/C=N/NC(=O)c2sc(C)nc2C)c2ccccc21
(23) O=C(Nc1sc2c(c1C(=O)O)CCC2)c1ccccc1Cl
(24) Cc1cc(C)n(C(=O)CN2C(=O)c3ccccc3C2=O)n1

compound no.	19	20	21	22	23	24
aSyn rescue	10%	-18%	0%	1%	0%	-11%
IL2 activator	-0.1	0.2	-1.7	0.4	-1.0	-0.9
FUS suppressor	-6%	.	20%	14%	15%	12%
Abeta yeast res	-17%	-13%	-18%	9%	-2%	22%
PLK1 PBD block	-15%	-8%	0%	1%	-11%	-19%
PI5P4Ka inh	-1	-12	-1	-11	-59*	.
EPAC1 ag	-8%	5%	3%	6%	9%	4%
WRN inhibitor	-9%	2%	22%	-11%[57.1 µM]	-20%	-1%
EPAC1 antagonist	-18%	-10%	8%	-6%	-10%	6%

(25) CC1CCN(CC(O)COC2CC(C)CC(C)(C)C2)CC1 (stereo not given)
(26) CCCN(C(=O)C1CSC2(C)CCC(=O)N12)c1c(N)n(Cc2ccccc2)c(=O)[nH]c1=O (stereo not given)
(27) COc1ccc(OC)c(Nc2cc(C)c3ccccc3n2)c1
(28) O=C(CSc1ccc(-c2ccccn2)nn1)NCc1ccccc1
(29) Cc1nn(CC(=O)NCc2cccnc2)c(=O)c2ccccc12
(30) CCOC(=O)c1ccccc1NC(=O)COC(=O)c1c(CC)noc1C

compound no.	25	26	27	28	29	30
aSyn rescue	2%	1%	-5%	-2%	-7%	15%
IL2 activator	-0.1	-1.9	-4.6	-0.1	0.3	-0.2
FUS suppressor	-1%	4%	22%	4%	-7%	?
Abeta yeast res	9%	-2%	-16%	2%	11%	-1%
PLK1 PBD block	8%	-5%	-2%	-10%	-24%	-12%
PI5P4Ka inh	4	-4	10	2	-1	1
EPAC1 ag	-6%	10%	7%	10%	6%	15%
WRN inhibitor	10%	10%	0%	-4%	31%	-32%
EPAC1 antagonist	-24%	0%	-4%	-15%	-4%	-15%

(31) Cc1cc2ccccn2c1C(=O)c1nc(NCc2ccco2)ncc1Cl
(32) CO/N=C\CC(=O)Nc1ccc(Cl)c(Cl)c1
(33) CC(C)(C)OC(=O)N1CCC[C@H]1c1nnc(SCc2ccccc2Cl)o1
(34) COc1cccc(NC(=O)CN(C)C(=O)CNC(=O)c2ccc(C)s2)c1
(35) CC(C)(C)NC(=O)C(=O)NNC(=O)C12CC3CC(CC(C3)C1)C2
(36) COc1ccc(CCNC(=O)c2ccc3c(c2)N(Cc2ccccc2)CCS3)cc1OC

compound no.	31	32	33	34	35	36
aSyn rescue	2%	-23%	6%	0%	2%	2%
IL2 activator	-2.6	-2.9	-0.5	-1.6	-0.1	-4.0
FUS suppressor	12%	-23%	28%	-6%	2%	39%&16%
Abeta yeast res	6%	6%	23%	-2%	-3%	3%&-16%
PLK1 PBD block	-7%	2%	-1%	-8%	-16%	-7%
PI5P4Ka inh	9	0	7	2	3	5
EPAC1 ag	-4%	-8%	0%	1%	-9%	3%
WRN inhibitor	-3%	7%	-8%	-6%	8%	-6%
EPAC1 antagonist	-11%	-4%	-10%	-28%	-12%	0%

(37) N=C1/C(=C/c2ccc(OCc3ccccc3)cc2)C(=O)N=C2SC(CC(=O)N3CCOCC3)=NN12
(38) Cn1cnc2c1c(=O)n(Cc1ccccc1)c(=O)n2C
(39) Cc1ccc2oc(C(=O)N(C)Cc3cnccn3)c(C)c2c1
(40) O=C(NCCN1CCOCC1)c1cccc(Br)c1
(41) Cn1cc(/C=N/NC(=O)c2cccc([N+](=O)[O-])c2)c2ccccc21
(42) CC1CN(S(=O)(=O)c2ccccc2)CN1C(=O)N1CCOCC1 (stereo not given)

compound no.	37	38	39	40	41	42
aSyn rescue	-3%	-2%	6%	-8%	-2%	0%
IL2 activator	1.0	-2.0	-2.5	2.7	0.0	0.8
FUS suppressor	13%	-27%	-16%	6%	.	9%
Abeta yeast res	3%	1%	-20%	3%	-8%	-2%
PLK1 PBD block	?	-13%	1%	-3%	-7%	-3%
PI5P4Ka inh	?	-5	-3	-2	-4	2
EPAC1 ag	7%	-5%	-5%	5%	8%	8%
WRN inhibitor	-20%	10%	5%	5%	-23%	-28%
EPAC1 antagonist	-10%	3%	10%	8%	-4%	?

Limited to aSyn rescue, for four of the compounds above:
nr | Structure | aSyn rescue
39 | Cc1ccc2oc(C(=O)N(C)Cc3cnccn3)c(C)c2c1 | 6%
40 | O=C(NCCN1CCOCC1)c1cccc(Br)c1 | -8%
41 | Cn1cc(/C=N/NC(=O)c2cccc([N+](=O)[O-])c2)c2ccccc21 | -2%
42 | CC1CN(S(=O)(=O)c2ccccc2)CN1C(=O)N1CCOCC1 (stereo not given) | 0%

Carrying on:
(43) Cc1ccc(NC(=O)COC(=O)C2C3CC4OC(=O)C2C4C3)cc1 (stereo not given)
(44) C=CCNC(=O)C1CC(=O)N(c2ccc(Br)cc2)C1 (stereo not given)
(45) O=C(NCc1ccncc1)c1ccccc1Nc1ccc(SC(F)F)cc1
(46) O=C(N/N=C/c1cccs1)[C@H]1C[C@@H]1c1ccccc1
(47) O=C(CSc1nc2c(sc3ccccc32)c(=O)n1CCCN1CCOCC1)NCC1CCCO1 (stereo not given)

compound no.	43	44	45	46	47
aSyn rescue	-4%	0%	23%	-3%	-6%
IL2 activator	0.0	-0.3	-0.5	-3.9	-4.2
FUS suppressor	5%	-2%	6%	.	16%
Abeta yeast res	5%	26%	2%	-1%	-11%
PLK1 PBD block	-3%	-1%	1%	-13%	-3%
PI5P4Ka inh	3	-5	12	-2	3
EPAC1 ag	-6%	-5%	3%	7%	4%
WRN inhibitor	10%	2%	1%	6%	-2%
EPAC1 antagonist	12%	10%	-7%	15%	-9%

Compound activity (PubChem BioAssay)
